# From PubChem BioAssay
# SENP8 block-1 – inhibitors of human SENP8 protease | Q96LD8 | purified SENP8, Z-RLRGG-aminoluciferin cleavage, luminescence | inhibition, % at 10 µM | 1.2% of 330,000 active | AID 2540; in the data active = inhibition above about 50%
# Target sequence (Q96LD8 whole entry, looked up): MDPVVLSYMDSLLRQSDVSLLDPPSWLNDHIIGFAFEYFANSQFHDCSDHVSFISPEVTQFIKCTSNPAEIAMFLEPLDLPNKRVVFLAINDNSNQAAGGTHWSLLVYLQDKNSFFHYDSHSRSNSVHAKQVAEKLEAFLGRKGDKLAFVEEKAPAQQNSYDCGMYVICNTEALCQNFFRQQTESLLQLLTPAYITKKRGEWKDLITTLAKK
# NALP3 yeast inh – NALP3 inhibition in yeast; Yeast reconstituted NLRP3/ASC/caspase-1, beta-gal luminescence, 24 h; inhibition, % at 10 µM; 0.39% of 330,000 active;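 active = inhibition of 50% or more; inactive = inhibition below 50%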;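 also: plate controls were induced DMSO wells for no effect and uninduced yeast grown without galactose for full effect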
# SENP8 block-2 – inhibitors of human SENP8 protease; Q96LD8; 0.64% of 360,000 active; recombinant SENP8, Nedd8 substrate fluorescence; inhibition, % at 20 µM; AID 602440; in the data active = inhibition mostly above about 40%, no sharp cut-off; inactive = mostly below about 27%
# SENP1 FRET inh – blocks the human SENP1 SUMO protease catalytic domain. Q9P0U3. recombinant SENP1 catalytic domain, CyPet-SUMO1-YPet FRET cleavage. inhibition, % at 10 µM. 0.21% of 360,000 active. AID 624204;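 active = inhibition at least 30% at 10 µM, raw YFP signal under a set limit, fluorescence ratio 0.5 to 1.5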;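 also: 0% = enzyme with DMSO and 100% = no enzyme wells; some results filed as inactive read as strong as hits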
# Target sequence (Q9P0U3 419-644 limits assumed): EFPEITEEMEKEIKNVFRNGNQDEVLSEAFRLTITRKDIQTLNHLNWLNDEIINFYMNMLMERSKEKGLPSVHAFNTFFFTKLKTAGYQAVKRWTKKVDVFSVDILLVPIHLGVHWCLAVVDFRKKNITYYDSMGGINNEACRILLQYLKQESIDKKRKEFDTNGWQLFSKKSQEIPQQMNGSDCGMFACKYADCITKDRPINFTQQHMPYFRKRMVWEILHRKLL
#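 System: Recombinant human SENP1 catalytic domain, His6-tagged | Incubation: Enzyme reaction for 50 min at room temperature, dark | Medium: Tris pH 8 with BME, BSA, NP40 and catalase | Also added: 25 nM SUMO1 FRET substrate | Compound: 10 µM single point, 0.5% DMSO | Measured by: FRET fluorescence in CFP and YFP emission channels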
# SENP6 block – SENP6 protease inhibition; Q9GZR1; Recombinant SENP6 catalytic domain, aminoluciferin luminescence; inhibition, % at 10 µM; 1.8% of 330,000 active; AID 2599;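 active = inhibition above about 50% at the single tested dose, limit read from the data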;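 also: plate controls were DMSO wells with enzyme for no effect and DMSO wells lacking enzyme for full effect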
# Target sequence (Q9GZR1 628-1112 limits assumed): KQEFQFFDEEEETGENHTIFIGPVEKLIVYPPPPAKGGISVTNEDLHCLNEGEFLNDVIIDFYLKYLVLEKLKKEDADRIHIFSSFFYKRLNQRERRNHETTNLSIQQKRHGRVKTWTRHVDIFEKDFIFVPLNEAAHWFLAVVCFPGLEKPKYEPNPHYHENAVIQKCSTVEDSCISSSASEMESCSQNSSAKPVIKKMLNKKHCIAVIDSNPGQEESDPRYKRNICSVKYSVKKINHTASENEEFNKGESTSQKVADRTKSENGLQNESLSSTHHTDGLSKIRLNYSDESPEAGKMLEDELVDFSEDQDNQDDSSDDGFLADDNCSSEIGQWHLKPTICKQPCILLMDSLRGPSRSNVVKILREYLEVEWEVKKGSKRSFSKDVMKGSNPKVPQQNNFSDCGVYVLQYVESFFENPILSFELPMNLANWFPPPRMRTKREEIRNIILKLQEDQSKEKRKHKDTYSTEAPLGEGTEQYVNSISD
# Apaf1 inhib – inhibitors of human Apaf-1 apoptosome; O14727; reconstituted apoptosome caspase-3 activity, DEVD-Rh110 fluorescence; inhibition, % at 20 µM; 0.71% of 330,000 active; AID 489030; active = inhibition of at least 40% at 20 µM;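 also: plate controls were DMSO wells for no effect and DEVD-CHO caspase inhibitor wells for full effect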
#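 System: Apoptosome proteins | Medium: Hepes pH 7.5 with detergent and BSA | Also added: Cytochrome c trigger plus (Z-DEVD)2-Rh110 caspase-3 substrate | Incubation: 30 min compound preincubation, 50 min activation, room temperature | Detection: Rhodamine 110 fluorescence at Ex 480/Em 540 nm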
# PfG6PD inh – PfG6PD (Plasmodium falciparum) enzyme inhibition | PfGluPho enzyme, NADPH resazurin-diaphorase fluorescence | inhibition, % at 20 µM | 0.78% of 350,000 active;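 active = inhibition reaching at least a set limit at 20 µM in the primary screen, cut at about 59% in these data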;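 also: 0% = DMSO wells with substrate and 100% = DMSO wells lacking glucose-6-phosphate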
# HKDC1 inhibitor – HKDC1 (human) hexokinase inhibition; Q2TB90; recombinant HKDC1, G6PDH/diaphorase resazurin coupled fluorescence; inhibition, % at 20 µM; 0.16% of 340,000 active;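 active = inhibition above about 35% when tested at 20 µM, limit read from the data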;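 also: plate controls were DMSO wells with enzyme for no effect and DMSO wells lacking enzyme for full effect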
#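 Material – in-house recombinant HK5 (HKDC1) enzyme · Quantity – HKDC1 at 5 µg/mL · Buffer or medium – pH 8.0 Tris buffer with 10 mM MgCl2 · Reagent – glucose with 1 mM ATP · Dosing – single 20 µM dose · Times – reaction time 90 min, room temperature, protected from light · Technique – resorufin fluorescence at 613 nm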
# SENP7 inh – inhibitors of human SENP7 protease; recombinant SENP7, Z-RLRGG-aminoluciferin luminescence, 40 min; inhibition, % at 5 µM; 1.5% of 330,000 active;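 active = inhibition above about 50% at the single test dose, limit read from the data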;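 also: plate controls were DMSO with enzyme for no effect and no enzyme buffer wells for full effect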
# The depositor's hits bear a star; · = not tested or not shown; & = joins results of further samples.
SMILES,SENP8 block-1,NALP3 yeast inh,SENP8 block-2,SENP1 FRET inh,SENP6 block,Apaf1 inhib,PfG6PD inh,HKDC1 inhibitor,SENP7 inh
S=C(NCc1ccco1)N1CCN(c2nc(-c3ccc(Cl)cc3)cs2)CC1,5,26,6,-1,-11,1,14,-1,-1
COc1cccc(NC(=O)Cn2cc(C#N)c3ccccc32)c1,3,4,-27,-3,-14,-1,8,0,-2
COCCn1c(CN2CCN(c3ccc(OC)cc3)CC2)nc2c1c(=O)n(C)c(=O)n2C,3,-1,12,0,-4,3,-1,3,10
COC(=O)C(Cc1ccc(OC(=O)c2ccccc2Cl)cc1)N1Cc2ccccc2C1=O (stereo not drawn),4,11,29,1,10,28,19,-1,8
Cc1onc(-c2c(F)cccc2Cl)c1C(=O)NCC1COc2ccccc2O1 (stereo not drawn),0,14,11,0,-29,-3,-14,-3,4
Cc1ccc(/C=c2\sc3nc(-c4ccccc4Br)nn3c2=O)o1,-9,-4,-27,-52,-12,5,13,9,-3
Cc1ccc(-c2nc(NC(=O)c3ccc(S(=O)(=O)N(CCC#N)CCC#N)cc3)sc2-c2ccccc2)cc1,5,-43,-36,0,7,-1,-9,2,8
Cc1cc(=O)[nH]c(SCc2nc3ccccc3n2Cc2ccccc2)n1,-1,2,-151,-23,7,2,-11,-7,2
COc1ccc(-c2cccc(NS(=O)(=O)c3ccccc3[N+](=O)[O-])c2)nn1,12,10,12,0,-3,-3,-4,-17,-8
Cc1ccc(S(=O)(=O)NCC(c2ccco2)N2CCc3ccccc32)cc1 (stereo not drawn),8,10,14,0,-3,27,10,0,5
O=C(O)c1ccc(/C=N/Nc2ccc(C(F)(F)F)cn2)cc1,·,·,-7,1,·,·,1,-3,·
CC1CCCCN1c1cc(C#N)c(C#N)cc1[N+](=O)[O-] (stereo not drawn),3,12,20,2,5,1,-12,-3,1

# In a second layout: entries from further up.
SMILES	SENP8 block-1	NALP3 yeast inh	SENP8 block-2	SENP1 FRET inh	SENP6 block	Apaf1 inhib	PfG6PD inh	HKDC1 inhibitor	SENP7 inh
Cc1cc(=O)[nH]c(SCc2nc3ccccc3n2Cc2ccccc2)n1	-1	2	-151	-23	7	2	-11	-7	2
COc1ccc(-c2cccc(NS(=O)(=O)c3ccccc3[N+](=O)[O-])c2)nn1	12	10	12	0	-3	-3	-4	-17	-8
Cc1ccc(S(=O)(=O)NCC(c2ccco2)N2CCc3ccccc32)cc1 (stereo not drawn)	8	10	14	0	-3	27	10	0	5
O=C(O)c1ccc(/C=N/Nc2ccc(C(F)(F)F)cn2)cc1	·	·	-7	1	·	·	1	-3	·

# Remaining list, next part.
SMILES,SENP8 block-1,NALP3 yeast inh,SENP8 block-2,SENP1 FRET inh,SENP6 block,Apaf1 inhib,PfG6PD inh,HKDC1 inhibitor,SENP7 inh
CC(C)CN(Cc1cc(=O)oc2cc(-c3ccccc3)c(O)cc12)CC(C)C,-4,14,-119,0,-25,11,-9,-3,3
Cn1nnnc1SCC(=O)N1CCOCC1,-5,4,8,1,-11,6,4,-5,-4
O=C(CSc1ccc(-c2ccccc2)nn1)NC1CCCC1,-8,6,2,2,-11,1,0,-5,14
COc1ccc(NC(=O)c2cc(S(=O)(=O)N3CCc4ccccc43)cn2C)cc1OC,4,28,3,0,-10,2,2,-5,0
O=C(CSCc1nc2c(nnn2Cc2ccc(F)cc2)c(=O)[nH]1)Nc1cccc(C(F)(F)F)c1,7,-5,-5,2,-3,3,-13,-3,-3
CCOC(=O)c1oc2cc(O)c(CC)cc2c(=O)c1-c1ccc2c(c1)OCCO2,-17,-4,19,6,-10,5,8,-8,16
Cn1c(N)cc(=O)n(C)c1=S,·,·,7,-1,·,·,-5,-3,·
COc1cccc(NC(=O)N2CCC(NC(=O)C(Cc3cccc(C)c3)NC(C)=O)CC2)c1 (stereo not drawn),2,8,9,3,21,1,-8,3,10
NC(=O)c1ccc(N2CCCCC2)c(N2C(=O)CCC2=O)c1,-3,5,7,0,-9,-7,-10,-6,3
Cc1nc(C(=O)Nc2ccc(Cl)cc2)sc1C1(C)CC(c2cccc([N+](=O)[O-])c2)=NO1 (stereo not drawn),0,6,-1,3,12,0,-5,4,-2
COc1cc(OC)c2c(-c3cccc(-c4ccc(C#N)cc4)c3)cc(=O)oc2c1,·,·,-119,1,·,22,9,9,-5
CCOC(=O)c1c(C)nc2c(c1-c1ccc(OC)cc1)C(=O)CC(C)(C)C2,-7,12,28,1,-15,32,2,6,2
Cc1ccccc1N(Cc1ccccc1F)S(C)(=O)=O,-7,1,8,1,16,-7,5,-7,-7
COc1cccc(/C=C2\SC(=S)N(CC(=O)N(C)C3CCS(=O)(=O)C3)C2=O)c1 (stereo not drawn),-17,2,0,0,5,-2,-8,4,-2
C[C@]12c3[nH]c4cc(-c5ccco5)ccc4c3CCN1C(=O)[C@@H](CC(=O)NCCc1ccccn1)C[C@@H]2C(=O)N1CCCCC1,·,·,-332,-16,·,32,18,1,-11
CC(/C=C/c1ccccc1)=N\NC(=O)C1CC1(C)c1ccccc1 (stereo not drawn),0,-2,20,-1,2,27,12,5,8
O=C(Nc1cc2c3c(c1)C1CCCC1CN3CC1CCCC21)c1ccc([N+](=O)[O-])cc1 (stereo not drawn),-4,30,41*,6,-10,12,-9,5,0
C/C(=N/NC(=O)c1cccs1)c1c(C)[nH]n(-c2nc3ccccc3s2)c1=O,93*,12,-372,-26,97*,-5,-34,-21,99*
O=C(c1ccc(-n2cncn2)c([N+](=O)[O-])c1)N1CCN(S(=O)(=O)c2ccc(Cl)cc2)CC1,2,25,14,2,0,16,-4,-4,0
Cc1ccc(S(=O)(=O)N2CCCC2C(=O)Nc2nc3c(s2)CCCC3)cc1 (stereo not drawn),-5,8,10,3,-6,30,4,5,2
O=C1CSC(c2ccc3c(c2)OCO3)N1c1ccc(Oc2ccccc2)cc1 (stereo not drawn),2,4,3,4,1,21,0,4,9
Cc1nc2ccc(NS(=O)(=O)c3ccc(F)cc3)cc2s1,-10,14,1,-1,-7,2,-17,19,-8
Cc1cc(-c2ccccc2)c2c(n1)sc1c(O)cc(=O)[nH]c12,-9,-23,·,·,-8,11,9,-6,-4
O=C(NCc1cccnc1)C12CC3CC(CC(C3)C1)C2,-2,16,-79,2,-19,-1,-18,4,-1
Cc1cccc(OCCCC(=O)NNC(=O)c2cccc(N(C)C)c2)c1,-2,17,-195,0,10,3,-1,-3,13
COc1ccc2c(c1)c(=O)oc1cc(OCC(=O)NC3CC3)ccc12,-2,8,-434,1,16,2,-7,3,-1
C/C(Nc1ccccc1)=C(/C#N)C(N)=O,-2,-2,3,0,16,-19,-13,3,0
COc1ccc(-c2cn3cccc(C)c3n2)cc1F,48,23,-298,-1,5,-12,26,-5,60*
CCOC(=O)c1ccc(NC(=O)CCC(CC)C(=O)O)cc1 (stereo not drawn),-10,20,25,2,-4,-13,-7,-2,7
COC(=O)c1cc2n(n1)CCN(Cc1ccc(OC)cc1)C2=O,1,2,11,0,-7,-3,7,-4,-9
NC(=O)Cn1nnc(-c2ccc(CN3CCCCC3)cc2)n1,-2,19,3,1,-18,3,6,-3,5
Cc1ccc(CNC(=O)CC2Sc3ccccc3NC2=O)cc1 (stereo not drawn),9,8,22,0,-4,1,-7,-6,9
CCCCn1c(=O)[nH]c(=O)c2c1nc(-c1ccc(OC)c(Br)c1)n2CC(C)C,0,11,-192,-3,-15,27,0,7,-3
Cc1cc2nc(-c3cc(N4CCOCC4)ccc3[N+](=O)[O-])ccn2n1,2,10,17,0,-4,-7,1,-8,-1
Cc1ccc(S(=O)(=O)NCC(=O)OC2CCOC2=O)cc1 (stereo not drawn),-3,9,19,0,-9,8,5,-7,4
Cc1noc(C)c1CSc1nnc(-c2ccccc2)n1N,-11,2,26,3,-21,0,51,-11,2
COc1ccc(C(=O)Nc2ccc(/C(C)=N/NC(=O)c3ccncc3)cc2)cc1,5,17,1,1,8,-13,·,·,-2
CN(C)Cc1cnc2ccc(Cl)cn12,6,-3,0,1,7,-17,-15,1,-2
COc1ccc(C2COC(=O)C2=N)c(NC(=O)c2ccc(Cl)cc2)c1 (stereo not drawn),-5,-3,2,-2,-1,-1,3,14,3
O=C1CSc2ccc(S(=O)(=O)N3CCN(c4ccccc4F)CC3)cc2N1,-2,12,11,1,1,24,1,2,13
Cc1ccc(C)c(N(CC(=O)NC2CCCC2)C(=O)CCCC(=O)Nc2ccccn2)c1,·,·,17,5,·,·,-12,-7,·
Cc1nn(CCCC(=O)NCc2ccccc2)c(=O)c2nn(-c3ccccc3)c(C)c12,5,-9,21,3,-7,4,-6,-4,1
O=C1OCC(CO)(CO)N=C1NNc1ccc(Cl)c(Cl)c1,2,38,8,-2,4,-11,8,-12,3
COc1ccc(C(=O)Cc2ccc3c(c2)OCO3)c(O)c1,-5,28,6,0,-4,-5,-5,-6,29
COC(=O)c1ccc(C(=O)OC)c(NC(=O)CN2CCN(c3ccccc3)CC2)c1,1,3,-2,1,14,-191,1,3,2
NC(=O)OCC(COC(N)=O)c1ccccc1,-2,4,5&7,0&1,-12,-4,-3&20,-3&-6,3
COc1cccc(CN2CC(C(=O)NCCc3ccccc3C(F)(F)F)CCC2=O)c1 (stereo not drawn),-5,9,15,1,7,-1,-6,-2,-3
O=C(COC(=O)CNS(=O)(=O)c1ccccc1)Nc1ccc(Cl)cn1,4,10,-2,-3,-10,-6,-6,-9,3
COc1ccc(C(OC(=O)c2ccco2)C(=O)NC2CCCCC2)cc1OC (stereo not drawn),1,11,8,5,2,-3,-10,-5,0
COC(CN(C)S(=O)(=O)c1cc2c3c(c1)CCN3C(=O)CC2)OC,6,9,12,0,-1,12,-5,-4,7
CC(C)(C)C(=O)Nc1ccccc1C(=O)Nc1cccnc1,-9,15,15,1,-5,-2,-17,-3,-6
COc1ccc2c(c1OC)C(=O)N1C2SC(C)(C)[C@H]1C(=O)NC(C)C (stereo partly drawn),3,-5,-56,-1,0,3,-7,3,1
O=C(O)CCSc1ccc2ccccc2n1,3&-13,15&18,4&6,-1&2,7&6,5&0,11&-2,4&-1,9&5
CCOC(=O)c1sc(Nc2cccc(Cl)c2)nc1C,-3,22,-288,1,1,3,14,1,5
COc1ccc(CNC(=O)COc2ccc(Br)c(C)c2)cc1,-1,12,15,2,-11,1,13,-2,5
O=C1N[C@@H](c2ccccc2)COC(=O)[C@H](Cc2ccc(F)cc2)C/C=C\C[C@@H]1CC(=O)N(CCO)Cc1ccccc1,-4,25,12,3,-13,30,-9,3,5
COCCCn1c(SCC(=O)Nc2ccc(NC(C)=O)cc2)nc2sc3c(c2c1=O)CCC3,10,16,6,0,7,7,9,0,0
O=C(CSc1nnc(COc2ccccc2)o1)Nc1ccc(F)cc1,6,3,1,-1,-17,5,4,-5,9
CCCCN1C(=O)C(O)(CC(=O)c2c(C)coc2C)c2ccccc21 (stereo not drawn),4,9,1,1,7,12,-10,-10,10
Cc1ccccc1N(CC(=O)Nc1ccccc1C(=O)NCc1ccco1)S(=O)(=O)c1ccccc1,7,21,-58,1,13,9,16,-7,7
